FBW7 act – human FBW7 E3 ligase activation, primary screen; AlphaScreen FBW7–phospho-cyclin E peptide binding, activator screen; normalized activity (activation), % at 26.1 µM; actives 0.13% (n = 650,000); AID 1259310; in the data active means normalized activity above about 1.9%;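 further: purified mutant Fbw7 with reduced substrate affinity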
Target sequence (Q969H0 whole entry, looked up): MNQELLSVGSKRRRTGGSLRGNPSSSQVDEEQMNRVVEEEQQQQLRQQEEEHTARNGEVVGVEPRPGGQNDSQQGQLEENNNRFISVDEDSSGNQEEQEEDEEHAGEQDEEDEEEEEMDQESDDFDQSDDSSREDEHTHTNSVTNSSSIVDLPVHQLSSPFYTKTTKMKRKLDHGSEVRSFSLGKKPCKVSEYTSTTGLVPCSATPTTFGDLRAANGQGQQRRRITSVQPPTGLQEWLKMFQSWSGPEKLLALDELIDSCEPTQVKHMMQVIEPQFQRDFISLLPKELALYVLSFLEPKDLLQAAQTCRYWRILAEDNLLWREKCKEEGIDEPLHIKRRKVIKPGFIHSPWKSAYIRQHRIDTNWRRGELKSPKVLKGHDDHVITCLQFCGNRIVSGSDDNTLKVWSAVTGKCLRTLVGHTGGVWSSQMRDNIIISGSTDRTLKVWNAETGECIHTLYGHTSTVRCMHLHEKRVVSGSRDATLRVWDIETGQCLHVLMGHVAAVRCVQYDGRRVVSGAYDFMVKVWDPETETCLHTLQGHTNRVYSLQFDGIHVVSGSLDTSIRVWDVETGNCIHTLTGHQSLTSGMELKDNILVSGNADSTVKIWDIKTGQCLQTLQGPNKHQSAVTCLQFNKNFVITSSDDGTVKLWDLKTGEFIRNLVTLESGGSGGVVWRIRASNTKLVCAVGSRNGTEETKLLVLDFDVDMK
TEAD-YAP inh – TEAD-YAP interaction inhibition. HEK-TIYL cells, TEAD-Gal4/YAP UAS-luciferase luminescence. inhibition, % at 9.12 µM. actives 1.4% (n = 640,000). AID 1259422; in the data active means inhibition above about 32%;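 further: 0% = median of test compound wells and 100% = reference inhibitor wells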
GPR151 activ – activates the human receptor GPR151; PathHunter beta-arrestin GPR151 cells, luminescence; actives 1% (n = 650,000); activation, % at 11.2 µM; Q8TDV0; in the data active means activation above about 4.9%;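 further: 0% = median of compound wells and 100% = cells with positive control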
Target sequence (Q8TDV0 whole entry, looked up): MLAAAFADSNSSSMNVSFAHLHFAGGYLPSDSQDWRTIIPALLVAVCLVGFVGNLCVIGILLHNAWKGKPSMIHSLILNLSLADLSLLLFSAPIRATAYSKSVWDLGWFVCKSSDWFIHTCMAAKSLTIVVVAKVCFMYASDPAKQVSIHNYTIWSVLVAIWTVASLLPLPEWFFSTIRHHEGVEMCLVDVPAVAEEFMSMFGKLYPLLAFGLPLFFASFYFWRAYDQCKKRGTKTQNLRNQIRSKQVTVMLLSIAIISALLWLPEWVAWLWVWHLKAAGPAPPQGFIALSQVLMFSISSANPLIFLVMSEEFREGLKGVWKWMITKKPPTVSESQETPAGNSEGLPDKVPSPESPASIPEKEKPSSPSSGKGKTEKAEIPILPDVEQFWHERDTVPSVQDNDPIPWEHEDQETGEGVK
MITF primary – inhibitors of human MITF; AlphaScreen MITF homodimerization, bead proximity signal; inhibition, % at 2.6 µM; actives 0.91% (n = 650,000); AID 1259374; in the data active means inhibition above about 50%;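 further: 0% = vehicle wells with protein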
* marks the source's active call; other numbers are inactive results; & = joins results of further samples. Rows were taken by chance; about 3.5% have a hit in one of these screens.

CCOc1ccccc1N/C(SCc1ccc(C)cc1C)=C(/C#N)C(=O)NCCc1ccc(OC)c(OC)c1 was read as FBW7 act -0.5, TEAD-YAP inh -2, GPR151 activ -0.6 and MITF primary 0.
Screening COc1cc(CCC(=O)NCc2ccc(F)cc2)cc(OC)c1OC returned FBW7 act 0.1, TEAD-YAP inh 0, GPR151 activ 0.4 and MITF primary -1.
`CCOC(=O)C1CCN(C(=O)CCN2C(=O)c3ccccc3S2(=O)=O)CC1` gave FBW7 act -0.1, TEAD-YAP inh -5, GPR151 activ 2.5 and MITF primary -6.
Screening N#CC1=C(N)SC(N)=C(C#N)C1c1ccncc1 returned FBW7 act -0.3, TEAD-YAP inh 14, GPR151 activ -0.2 and MITF primary 2.
For CCCOC(=O)c1ccc(NC(=O)c2cc(-c3ccccc3)nc3ccccc23)cc1 the results were FBW7 act -0.1, TEAD-YAP inh 10, GPR151 activ 1.5 and MITF primary 12.
`CCn1cc(C(=O)O)c(=O)c2cc(F)c(N3CCN(C)CC3)cc21` gave FBW7 act 0.2&0.0&-0.3&-0.1, TEAD-YAP inh -11&-12&5, GPR151 activ 2.7&-1.1&-1.4&0.0 and MITF primary 2&4&-2&8.
CN=c1scc(-c2ccccc2F)n1/N=C/c1ccccc1 was read as FBW7 act -0.5, TEAD-YAP inh 99*, GPR151 activ -7.5 and MITF primary 18.
Cc1cccc2cc(CN(CCO)C(=O)Nc3ccc(F)cc3)c(=O)[nH]c12 was read as FBW7 act 2.3*, TEAD-YAP inh 13, GPR151 activ -0.4 and MITF primary 9.
Screening O=C(Nc1ccc(-c2ccn[nH]2)cc1)C1CCCN(Cc2cc(C#CCO)cs2)C1 (stereo not given) returned FBW7 act -0.1, TEAD-YAP inh -1, GPR151 activ 0.9 and MITF primary 3.
Screening COC(=O)c1ccccc1NC(=O)CSc1ccc(-c2nc3ccccc3[nH]2)cn1 returned FBW7 act 0.2, TEAD-YAP inh 10, GPR151 activ -2.9 and MITF primary 5.
Screening CCOC(=O)C1(CC2CCCCO2)CCN(Cc2ccc(CN3CCCC3)s2)CC1 (stereo not given) returned FBW7 act 0.1, TEAD-YAP inh 0, GPR151 activ 0.2 and MITF primary -21.
For CCOc1cc(C(=O)NCc2nnc(SCC(=O)N3CCc4ccccc43)n2-c2cc(C)ccc2C)cc(OCC)c1OCC the results were FBW7 act 0.2, TEAD-YAP inh 4, GPR151 activ -1.1 and MITF primary 1.
`COc1ccc(C(C)=O)cc1COC(=O)/C=C/c1cccs1` gave FBW7 act -0.1, TEAD-YAP inh 8, GPR151 activ 1.3 and MITF primary 3.
For CS(=O)(=O)c1ccc(S(=O)(=O)C(F)(F)F)cc1 the results were FBW7 act 0.4, TEAD-YAP inh 1, GPR151 activ 1.2 and MITF primary 17.
Cn1ccnc1SCc1cn2ccccc2n1 was read as FBW7 act 0.1, TEAD-YAP inh -40, GPR151 activ -2.8 and MITF primary -7.
CC1CN(S(=O)(=O)c2ccc(Cl)c(S(=O)(=O)N3CC(C)OC(C)C3)c2)CC(C)O1 (stereo not given) was read as FBW7 act -0.1, TEAD-YAP inh 2, GPR151 activ 0.1 and MITF primary -12.
Screening CCOC(C(=O)c1ccccc1)c1ccccc1 (stereo not given) returned FBW7 act 0.0, TEAD-YAP inh 2, GPR151 activ -0.2 and MITF primary 25.
CN(Cc1ccccn1)C(=O)CC1C(=O)NCCN1Cc1ccc(F)cc1Cl (stereo not given) was read as FBW7 act -0.1, TEAD-YAP inh -1, GPR151 activ 1.2 and MITF primary 0.
Screening COc1cc2nc(NCCCN3CCCC3=O)nc(Nc3ccccc3)c2cc1OC returned FBW7 act -0.1, TEAD-YAP inh -1, GPR151 activ -1.6 and MITF primary 7.
`O=C(c1ccco1)N1CCN(C(=O)c2ccccc2Cl)CC1` gave FBW7 act -0.2, TEAD-YAP inh 4, GPR151 activ -1.0 and MITF primary -17.
Screening Cc1c(CNCCC2=CCCCC2)c(C(=O)O)c(C)n1Cc1ccc(Cl)cc1 returned FBW7 act 0.6, TEAD-YAP inh -1, GPR151 activ -1.2 and MITF primary 23.
For O=C(Cn1nnc2ccccc21)N/N=C/c1cc([N+](=O)[O-])ccc1Cl the results were FBW7 act -0.1, TEAD-YAP inh -4, GPR151 activ -1.5 and MITF primary -1.
Screening COc1cc(Nc2cc(C(=O)NCCc3ccc(O)cc3)ccn2)cc(OC)c1OC returned FBW7 act -0.1, TEAD-YAP inh 6, GPR151 activ 1.0 and MITF primary 10.
O=C(Nc1ccc(Cl)c(C(=O)O)c1)NC1CCCCC1 was read as FBW7 act 1.2, TEAD-YAP inh -32, GPR151 activ 0.7 and MITF primary 12.
For CCOc1ccc(-n2c(C)cn3c4c(=O)n(Cc5ccc(F)cc5)c(=O)n(C)c4nc23)cc1 the results were FBW7 act 0.4, TEAD-YAP inh -3, GPR151 activ 3.1 and MITF primary 24.
For O=C(NCC1CCCO1)C1C2C3CCC(C3)C12 (stereo not given) the results were FBW7 act -0.1, TEAD-YAP inh -22, GPR151 activ -0.4 and MITF primary -11.
`CCOc1ccc(C2CC(c3ccccc3Cl)Nc3nc(N)nn32)cc1` (stereo not given) gave FBW7 act -0.2, TEAD-YAP inh 1, GPR151 activ 2.9 and MITF primary 11.
`COCCN(Cc1ccsc1)S(=O)(=O)c1cccc2ccccc12` gave FBW7 act 0.4, TEAD-YAP inh -4, GPR151 activ -0.3 and MITF primary -5.
For O=C(C1CC1)N1CCc2cc(S(=O)(=O)Nc3cccc(F)c3)ccc21 the results were FBW7 act 0.0, TEAD-YAP inh -2, GPR151 activ 1.3 and MITF primary -3.
`O=C1CN(C(=O)COC(=O)CCc2ccccc2O)c2ccccc2N1` gave FBW7 act 0.0, TEAD-YAP inh 4, GPR151 activ 0.8 and MITF primary -1.
Screening COc1ccc(CN2CCN(Cc3ccc(O)cc3)CC2CCO)cc1C (stereo not given) returned FBW7 act 0.0, TEAD-YAP inh 4, GPR151 activ 0.0 and MITF primary -6.
Screening COc1ccc(OC)c(C(=O)CSc2ncn[nH]2)c1 returned FBW7 act 0.0, TEAD-YAP inh -9, GPR151 activ 2.9 and MITF primary 8.
Screening CCOc1ccc(C(=O)Nc2ccc(NC(=O)c3ccco3)c(Cl)c2)cc1[N+](=O)[O-] returned FBW7 act -0.1, TEAD-YAP inh 6, GPR151 activ -0.5 and MITF primary 0.
For CC(=O)NCC(=O)Nc1ccc2nc(N3CCCCC3)cc(C)c2c1 the results were FBW7 act 0.1, TEAD-YAP inh -40, GPR151 activ 1.2 and MITF primary -1.
`COC(=O)c1ccc(/C=C2/SC(=Nc3ccccc3)NC2=O)cc1` gave FBW7 act 0.1, TEAD-YAP inh -8, GPR151 activ -1.3 and MITF primary 9.
Screening COCCCN1C(=O)c2oc3ccc(F)cc3c(=O)c2C12C(=O)N(C)c1ccccc12 (stereo not given) returned FBW7 act 0.6, TEAD-YAP inh 6, GPR151 activ -0.5 and MITF primary 8.
`COc1cc(C(=O)NNC(=O)c2ccc(NC(=O)C(C)(C)C)cc2)cc(OC)c1OC` gave FBW7 act -0.1, TEAD-YAP inh -3, GPR151 activ 0.0 and MITF primary -11.
`COCCNC(=O)c1cc2nc(-c3cccs3)cc(C(F)(F)F)n2n1` gave FBW7 act 0.0, TEAD-YAP inh 8, GPR151 activ 0.9 and MITF primary -15.
Screening O=C(C(Cc1ccccc1)n1cccc1)N1CCCCCC1 (stereo not given) returned FBW7 act -0.1, TEAD-YAP inh -16, GPR151 activ 0.0 and MITF primary 1.
Screening C=CCNC(=O)NC(=O)N(CCCCC)S(C)(=O)=O returned FBW7 act -0.1, TEAD-YAP inh 0, GPR151 activ 0.8 and MITF primary -3.
For CC(C(=O)OCC(=O)Nc1ccc(Br)cc1)N1C(=O)c2ccccc2C1=O (stereo not given) the results were FBW7 act 0.1, TEAD-YAP inh -6, GPR151 activ 0.0 and MITF primary inactive.
`O=C(OCC(=O)c1cccs1)c1ccc([N+](=O)[O-])o1` gave FBW7 act 0.0, TEAD-YAP inh -3, GPR151 activ -0.8 and MITF primary 5.
`O=C(CN1CCN(c2ccc(F)cc2)CC1)c1ccc2c(c1)CCN2` gave FBW7 act 0.1, TEAD-YAP inh 11, GPR151 activ 0.5 and MITF primary 7.
`O=C1Nc2cc(C(=O)N3CCC4(CC3)OCCO4)ccc2Sc2ccccc21` gave FBW7 act 0.0, TEAD-YAP inh 0, GPR151 activ 0.1 and MITF primary 14.
COc1ccc(OC)c(S(=O)(=O)NCc2nc(N3CCCC3)c3cccc(C)c3n2)c1 was read as FBW7 act 0.1, TEAD-YAP inh -3, GPR151 activ -0.4 and MITF primary 4.
For COC(=O)C1=C(C)N(C)C(=O)NC1c1cccc([N+](=O)[O-])c1 (stereo not given) the results were FBW7 act -0.1, TEAD-YAP inh -4, GPR151 activ -0.4 and MITF primary -8.
For Cc1cc(NC(=O)Cn2ccsc2=N)c([N+](=O)[O-])cc1C the results were FBW7 act 0.0, TEAD-YAP inh -15, GPR151 activ 1.0 and MITF primary -5.
CCCn1c(CNS(=O)(=O)c2ccc(C)cc2)nc2ccccc21 was read as FBW7 act -0.1, TEAD-YAP inh -4, GPR151 activ 0.6 and MITF primary -2.
For CN1CCN(S(=O)(=O)c2ccccc2[N+](=O)[O-])CC1 the results were FBW7 act 0.0, TEAD-YAP inh -1, GPR151 activ 1.8 and MITF primary -5.
Screening O=C1C2CCCN2C(c2ccc(Cl)c(Cl)c2)N1c1nccs1 (stereo not given) returned FBW7 act -0.2, TEAD-YAP inh 4, GPR151 activ 1.6 and MITF primary -5.
CCCCC(=O)Nc1nc(C)c(C(C)=O)s1 was read as FBW7 act 0.2, TEAD-YAP inh -5, GPR151 activ 1.9 and MITF primary 1.
`CCOc1ccc2nc(NC(=O)c3ccc(C)c(C)c3)sc2c1` gave FBW7 act 0.2, TEAD-YAP inh -20, GPR151 activ -1.2 and MITF primary 13.
`Cc1cccc(OC(C)C(=O)Nc2ccccc2C#N)c1` (stereo not given) gave FBW7 act 0.1, TEAD-YAP inh -11, GPR151 activ -1.0 and MITF primary 2.
For CCCC(=O)N(c1ccc(OC)cc1)S(=O)(=O)c1ccc2c(c1)n(C)c(=O)n2C the results were FBW7 act -0.1, TEAD-YAP inh 7, GPR151 activ 0.2 and MITF primary 3.
Screening OCC1CCCN1c1nccc(NCCOc2ccccc2)n1 (stereo not given) returned FBW7 act -0.1, TEAD-YAP inh -48, GPR151 activ -0.1 and MITF primary -2.
Cc1ccc(NC(=O)c2cnc(N3CCN(c4ccccn4)CC3)c3ccccc23)c(Br)c1 was read as FBW7 act 0.0, TEAD-YAP inh 24, GPR151 activ 1.7 and MITF primary -1.
Cc1cc(Cl)c(S(=O)(=O)NC2CCCC2)cc1OCC(N)=O was read as FBW7 act -0.2, TEAD-YAP inh 1, GPR151 activ -0.3 and MITF primary 8.
`Cc1ccc(-c2nc3ccccc3o2)cc1NC(=O)COc1ccc(C(C)C)cc1` gave FBW7 act 0.4, TEAD-YAP inh -9, GPR151 activ 0.1 and MITF primary 10.
Screening O=C(O)C(Cc1c[nH]c2ccccc12)NS(=O)(=O)c1ccc2[nH]c(=O)c(=O)[nH]c2c1 (stereo not given) returned FBW7 act -0.1, TEAD-YAP inh -11, GPR151 activ 0.7 and MITF primary 10.
COC(=O)c1ccccc1NC(=O)c1cc(C(C)C)on1 was read as FBW7 act 0.0, TEAD-YAP inh -2, GPR151 activ -0.3 and MITF primary 2.

Entries from the list above that contain bromine:
For CC(C(=O)OCC(=O)Nc1ccc(Br)cc1)N1C(=O)c2ccccc2C1=O (stereo not given) the results were FBW7 act 0.1, TEAD-YAP inh -6, GPR151 activ 0.0 and MITF primary inactive.
Cc1ccc(NC(=O)c2cnc(N3CCN(c4ccccn4)CC3)c3ccccc23)c(Br)c1 was read as FBW7 act 0.0, TEAD-YAP inh 24, GPR151 activ 1.7 and MITF primary -1.

Next part
COc1ccccc1C(=O)NCC(c1cccnc1)N(C)C (stereo not given) was read as FBW7 act 0.1, TEAD-YAP inh 6, GPR151 activ -0.1 and MITF primary 8.
Screening CCOc1ccccc1CN1C[C@H](Sc2ccccn2)C[C@H]1C(=O)N(C)C returned FBW7 act 0.1, TEAD-YAP inh 6, GPR151 activ -1.2 and MITF primary -9.
For CC(C)c1ccc(NC(=O)C2C3C=CC4(O3)C2C(=O)N(C2CC2)C4C(=O)NC2CCCC(C)C2C)cc1 (stereo not given) the results were FBW7 act -0.1, TEAD-YAP inh -1, GPR151 activ 0.4 and MITF primary 0.
`Nc1nc(-c2cccs2)c(C(=O)C(F)(F)F)s1` gave FBW7 act 0.0, TEAD-YAP inh 1, GPR151 activ 1.0 and MITF primary 3.

Sorted by molar mass (ascending): part of the list above
`Nc1nc(-c2cccs2)c(C(=O)C(F)(F)F)s1` gave FBW7 act 0.0, TEAD-YAP inh 1, GPR151 activ 1.0 and MITF primary 3.
COc1ccccc1C(=O)NCC(c1cccnc1)N(C)C (stereo not given) was read as FBW7 act 0.1, TEAD-YAP inh 6, GPR151 activ -0.1 and MITF primary 8.
Cc1cc(Cl)c(S(=O)(=O)NC2CCCC2)cc1OCC(N)=O was read as FBW7 act -0.2, TEAD-YAP inh 1, GPR151 activ -0.3 and MITF primary 8.
`Cc1ccc(-c2nc3ccccc3o2)cc1NC(=O)COc1ccc(C(C)C)cc1` gave FBW7 act 0.4, TEAD-YAP inh -9, GPR151 activ 0.1 and MITF primary 10.
Screening O=C(O)C(Cc1c[nH]c2ccccc12)NS(=O)(=O)c1ccc2[nH]c(=O)c(=O)[nH]c2c1 (stereo not given) returned FBW7 act -0.1, TEAD-YAP inh -11, GPR151 activ 0.7 and MITF primary 10.
Cc1ccc(NC(=O)c2cnc(N3CCN(c4ccccn4)CC3)c3ccccc23)c(Br)c1 was read as FBW7 act 0.0, TEAD-YAP inh 24, GPR151 activ 1.7 and MITF primary -1.

Screening data as filed in PubChem.
